Neddyl block: inhibitors of cullin neddylation, primary screen, biochemical, TR-FRET, uHTS, NAE and Ubc12. NEDD8-conjugating enzyme Ubc12 (Homo sapiens) + NEDD8-activating enzyme E1 regulatory …. AID 651699, 2012. 360,000 tested, 0.58% active. calls only at 25 µM; in the data active = inhibition above about 36%
eLon inh: inhibitors of E. coli Lon protease, primary screen, biochemical, fluorescence polarization. purified E. coli Lon protease. inhibition, % at 7.94 µM. 360,000 tested, 0.42% active. AID 602123, 2011; in the data active = inhibition above about 13%, passing the limit was not always enough;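 also: 0% = enzyme with probe and DMSO and 100% = no enzyme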
FAS TE block: FAS thioesterase domain inhibitors, primary screen, biochemical, fluorescence intensity, uHTS. inhibition, % at 15 µM. 360,000 tested, 0.67% active. recombinant FAS-TE, OMFH fluorogenic substrate, fluorescence endpoint;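 active = compounds whose normalised, plate-corrected inhibition of enzyme fluorescence in the single-dose primary screen is 50% or more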;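 also: 0% = DMSO with enzyme and 100% = substrate without enzyme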
CSN inh: inhibitors of CSN-mediated cullin deneddylation, primary screen, biochemical, fluorescence polarization, uHTS | COP9 signalosome complex subunit 5 (Homo sapiens), Q92905 | Purified CSN, SCF-Nedd8-OG deneddylation | inhibition, % at 12.5 µM | 360,000 tested, 0.38% active | AID 651999, 2013;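 active = pattern-corrected inhibition above about 35%, with an unprinted fluorescence ratio check between 0.5 and 1.5, limit read from the data, passing the limit was not always enough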;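 also: 0% = enzyme with substrate and 100% = substrate without enzyme; some results filed as inactive read as strong as hits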
Target sequence (Q92905 whole entry, looked up, one chain of several): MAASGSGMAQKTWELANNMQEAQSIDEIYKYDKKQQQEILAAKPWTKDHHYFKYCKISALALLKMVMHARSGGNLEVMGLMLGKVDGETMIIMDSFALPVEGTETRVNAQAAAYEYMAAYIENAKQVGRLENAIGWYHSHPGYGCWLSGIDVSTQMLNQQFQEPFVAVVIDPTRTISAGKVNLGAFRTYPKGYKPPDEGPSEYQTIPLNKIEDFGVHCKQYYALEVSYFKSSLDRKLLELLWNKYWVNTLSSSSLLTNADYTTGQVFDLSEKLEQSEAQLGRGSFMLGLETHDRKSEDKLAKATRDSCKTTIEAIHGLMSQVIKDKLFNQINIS
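Material: human Csn5 produced in HEK293T cells; Input: enzyme 0.24 nM; Reagent: SCFSkp2-Nedd8OG substrate at 10 nM final; Dosing: 12.5 µM compound; Incubation: 90 min reaction at room temperature; Detection: fluorescence polarization of the substrate; Evaluation: % inhibition of substrate cleavage by Csn5; Control set: substrate-only high control, full reaction low control.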
MsrA act: bovine MsrA enzyme activators, primary screen, biochemical, absorbance, HTS; purified bovine MsrA, absorbance read-out; activation, % at 10.6 µM; Methionine sulfoxide reductase A (Bos taurus); 360,000 tested, 0.3% active; in the data active = activation above about 7.5%;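 also: 0% = vehicle and 100% = reference activator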
PABP1 MLLE inh: inhibitors of PABP1 MLLE–PAM2 peptide binding, primary screen, biochemical, fluorescence polarization, FITC-PAM2, GST-MLLE; 360,000 tested, 0.36% active; inhibition, % at 20 µM; in the data active = inhibition above about 35%, passing the limit was not always enough;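 also: plate controls were DMSO wells with GST-MLLE for no effect and wells lacking GST-MLLE protein for full effect; some results filed as inactive read as strong as hits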
Target sequence (P11940 whole entry, looked up): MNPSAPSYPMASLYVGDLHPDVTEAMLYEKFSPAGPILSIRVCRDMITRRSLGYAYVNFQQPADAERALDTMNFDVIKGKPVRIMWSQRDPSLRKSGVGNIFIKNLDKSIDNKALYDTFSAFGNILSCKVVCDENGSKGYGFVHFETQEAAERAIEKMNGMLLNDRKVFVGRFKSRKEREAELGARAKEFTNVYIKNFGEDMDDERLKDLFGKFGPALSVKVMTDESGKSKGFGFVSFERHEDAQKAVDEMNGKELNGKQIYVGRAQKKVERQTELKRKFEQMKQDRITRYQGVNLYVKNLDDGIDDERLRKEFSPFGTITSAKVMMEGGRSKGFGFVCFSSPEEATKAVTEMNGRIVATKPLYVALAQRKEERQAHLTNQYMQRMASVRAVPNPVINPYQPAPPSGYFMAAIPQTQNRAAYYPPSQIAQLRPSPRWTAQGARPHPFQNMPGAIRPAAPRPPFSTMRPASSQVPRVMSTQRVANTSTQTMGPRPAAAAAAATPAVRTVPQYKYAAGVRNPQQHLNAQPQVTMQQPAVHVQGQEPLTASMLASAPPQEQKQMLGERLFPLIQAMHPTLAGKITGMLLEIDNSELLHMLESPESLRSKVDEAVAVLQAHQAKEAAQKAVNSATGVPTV
Tb MetRS inh: T. brucei MetRS inhibitors, primary screen, biochemical, luminescence. methionyl-tRNA synthetase (Trypanosoma brucei brucei). inhibition, % at 11.9 µM. 360,000 tested, 0.4% active. purified T. brucei MetRS, ATP depletion, Kinase-Glo luminescence;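 active = inhibition above a per-plate cutoff of the control wells' mean inhibition plus 3 SD, cut at about 5.5% in these data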;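 also: 0% = DMSO wells median and 100% = median of wells with control inhibitor compound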
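Test system – parasite MetRS enzyme · Reagent – substrates ATP, L-methionine and bulk Escherichia coli tRNA · Doses – 11.9 µM compound single dose, 0.9% DMSO · Times – 15 min enzyme-compound preincubation, 2 h reaction, 10 min detection, 25 °C · Signal – Kinase-Glo luminescence, ATP depletion format · Controls – DMSO-only wells as low control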
Rin1-Abl PPI inh: inhibitors of Rin1-Abl protein binding, primary screen, biochemical, TR-FRET; inhibition, % at 7.35 µM; 360,000 tested, 0.4% active; AID 588664, 2011; in the data active = inhibition above about 5%, passing the limit was not always enough
MsrA inh: bovine MsrA enzyme inhibitors, primary screen, biochemical, absorbance, HTS | Methionine sulfoxide reductase A (Bos taurus) | 360,000 tested, 0.75% active | purified bovine MsrA, absorbance read-out | inhibition, % at 15.5 µM; in the data active = inhibition above about 4.5%;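 also: 0% = vehicle wells with enzyme and 100% = reference inhibitor wells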
Numbers without * were called inactive; i = inactive; / = no result given; + = active, no number.

SMILES	Neddyl block	eLon inh	FAS TE block	CSN inh	MsrA act	PABP1 MLLE inh	Tb MetRS inh	Rin1-Abl PPI inh	MsrA inh
CN(C)C/C=C/C(=O)Nc1cccc(-c2c[nH]c3ncnc(Oc4ccc(NC(=O)CC(=O)Nc5ccc(F)cc5)cc4F)c23)c1	i	-8	4	1	-2	-1	-0.1	5	/
CCN(CC)C(=O)CSc1nc2ccc(NC(=O)CSc3nnc(COc4ccccc4C)n3C)cc2s1	i	-4	6	-1	1	-19	0.1	-3	0.7
Cc1ccc(S(=O)(=O)N(CC(=O)N2CCC(C(N)=O)CC2)c2cccc(C(F)(F)F)c2)cc1	i	-1	-4	3	1	-6	0.6	-5	0.4
O=C(O)C1CCC(c2ccc(-c3ccccc3)cc2)CC1 (stereo not drawn)	i	3	-5	-5	-5	-7	-0.6	0	-0.4
C[C@@H]1CN([C@H](C)CO)C(=O)CCCn2nncc2CO[C@@H]1CN(C)S(=O)(=O)c1ccccc1F	i	1	-8	0	-8	5	-1.5	-1	1.8
CN(CC(=O)Nc1ccc(F)c(F)c1F)C(=O)c1ccc2c(c1)S(=O)(=O)N=C1CCCCCN12	i	-8	-7	-3	0	-6	0.0	0	0.2
CCOCCCNC(=O)C(c1ccc(Cl)cc1)N1CCC2(CC1)OCCO2 (stereo not drawn)	i	-2	-6	-1	-11	-13	-1.1	3	0.3
Cc1ccc(S(=O)(=O)NC(=O)C2(C)CCN2C(=O)Cc2cccs2)nc1 (stereo not drawn)	i	-6	-6	2	-1	9	-0.3	-5	0.9
O=C1c2c([N+](=O)[O-])cc([N+](=O)[O-])cc2S(=O)N1Cc1ccccc1 (stereo not drawn)	i	0	-4	-3	-5	-8	-0.8	0	-1.2
O=C(CCN1C(=O)c2ccccc2C1=O)OCN1C(=O)c2ccccc2C1=O	i	-8	4	4	1	5	-0.7	0	-0.3

Complete entries as entered above. Screens in order: Neddyl block, eLon inh, FAS TE block, CSN inh, MsrA act, PABP1 MLLE inh, Tb MetRS inh, Rin1-Abl PPI inh, MsrA inh
Record of Cc1ccc(S(=O)(=O)NC(=O)C2(C)CCN2C(=O)Cc2cccs2)nc1 (stereo not drawn) : i, -6, -6, 2, -1, 9, -0.3, -5, 0.9
Record of O=C(CCN1C(=O)c2ccccc2C1=O)OCN1C(=O)c2ccccc2C1=O : i, -8, 4, 4, 1, 5, -0.7, 0, -0.3
Record of CCOCCCNC(=O)C(c1ccc(Cl)cc1)N1CCC2(CC1)OCCO2 (stereo not drawn) : i, -2, -6, -1, -11, -13, -1.1, 3, 0.3
Record of CN(CC(=O)Nc1ccc(F)c(F)c1F)C(=O)c1ccc2c(c1)S(=O)(=O)N=C1CCCCCN12 : i, -8, -7, -3, 0, -6, 0.0, 0, 0.2
Record of CCN(CC)C(=O)CSc1nc2ccc(NC(=O)CSc3nnc(COc4ccccc4C)n3C)cc2s1 : i, -4, 6, -1, 1, -19, 0.1, -3, 0.7

The listing continues.
SMILES	Neddyl block	eLon inh	FAS TE block	CSN inh	MsrA act	PABP1 MLLE inh	Tb MetRS inh	Rin1-Abl PPI inh	MsrA inh
COc1cc(C(=O)NC(=S)Nc2cccc(-c3cc4ccccc4oc3=O)c2)cc(OC)c1OC	i	6	29	1	-9	31	0.0	-1	2.7
CCOc1ccc(CN(C)C(=O)CNC(=O)c2ccc(Br)o2)cc1OC	i	5	-7	6	-3	-6	-0.3	2	-1.8
CCN(C(=O)CSc1nc2cc(C(=O)OC)ccc2c(=O)n1Cc1ccco1)c1cccc(C)c1	i	-7	17	0	-15	15	-1.8	-1	-0.1
Cc1ccc(OCC(=O)NCCCNC(=O)c2ccncc2)cc1	i	1	-4	-2	-3	-7	-0.2	-2	0.1
O=C(NCCCO)C(=O)Nc1cc2c3c(c1)CCN3C(=O)CC2	i	4	-4	-2	-3	13	-0.4	1	1.3
CC(C)C[C@H](NC(=O)[C@@H]1Cc2c([nH]c3ccccc23)C2c3ccccc3C(=O)N21)C(=O)N1CCC[C@@H]1C(=O)O (stereo partly drawn)	i	6	0	1	-2	12	-0.3	-1	0.5
Cc1ncsc1C(=O)N1CCCC(CNS(=O)(=O)c2cccs2)C1 (stereo not drawn)	i	-5	-8	5	-11	8	-1.2	2	2.0
CC(Oc1ccc(Cl)cc1)c1ccnn1S(=O)(=O)c1ccc(Cl)cc1 (stereo not drawn)	i	7	28	2	2	5	1.0	0	0.6
COc1cccc(C(=O)O[C@H]2[C@H](Cc3ccccc3)NS(=O)(=O)[C@H]3C[C@@H]4C=C[C@]23O4)c1	i	2	-1	-1	-8	18	-0.4	3	-0.6
CCOC(=O)CCNC(=O)CCNC(=O)C(c1ccccc1)c1ccccc1	i	-4	-6	-1	0	-15	1.9	2	1.0
COc1ccc(N2CCN(C(=O)CCC(=O)c3cc(C)sc3C)CC2)cc1	i	2	4	-4	0	3	0.1	2	0.4
COc1ccc(NC(=O)COC(=O)CNS(=O)(=O)c2ccc(C)cc2)c(OC)c1	i	1	-6	0	-5	12	-0.2	-1	-0.6
Cc1cccc(Cl)c1NNC(=O)Nc1c([N+](=O)[O-])c(C)nn1C	i	13	-6	-1	-10	10	-1.2	2	0.0
C/C(Cl)=C\Cn1c(Nc2ccccc2)nc2c1c(=O)n(C)c(=O)n2C	i	-2	3	6	-6	-6	-0.3	1	1.3
COCCNC(=O)CC(=O)N/N=C/c1ccc(C(=O)OC)cc1	i	2	0	-4	-1	-5	-0.5	-1	-0.3
CCOc1ccc(NC(=O)CSc2nc(-c3cccs3)cc(C(F)(F)F)n2)c([N+](=O)[O-])c1	i	-8	-5	3	-5	-21	-0.1	0	0.9
Cc1cc(Cl)ccc1N(CC(=O)NCCSCc1ccco1)S(C)(=O)=O	i	7	1	-4	-3	24	-0.1	-4	-0.7
O=C(N/N=C/c1cccnc1)c1ccc(F)cc1	i	6	-4	-2	-9	-4	-1.9	1	-1.3
CN(C)CC(=O)N[C@@H]1C=C[C@@H](CC(=O)NCCN2CCCCC2)O[C@@H]1CO	i	/	/	-2	/	/	0.1	/	0.1
CC1(c2nnc(-c3cccc(Cl)c3)o2)CC(c2ccc(OC(F)(F)F)cc2)=NO1 (stereo not drawn)	i	4	19	-3	0	2	-0.1	3	-0.8
COC(=O)C1=C(C)N(C)C(=S)NC1c1ccc(OC)cc1OC (stereo not drawn)	i	7	-7	-1	-2	-38	-0.3	1	0.4
Cc1oc(-c2ccccc2F)nc1CS(=O)CC(=O)NCCN1CCCCC1C (stereo not drawn)	i	6	-9	-1	-1	13	-0.5	-1	0.0
Nc1ccc(-c2ccc(N)cc2C(F)(F)F)c(C(F)(F)F)c1	i	-4	13	-6	-4	-6	-1.2	-1	-0.2
Cc1cc2c(c(C)nn2-c2ccccc2)c(=O)o1	i	0	0	-3	2	-10	-0.7	-1	1.6
CCC1(O)C(=O)OCc2c1cc1n(c2=O)Cc2cc3cc(O)ccc3nc2-1 (stereo not drawn)	i	+	-24	-26	-1	135	-0.9	-8	4.1
CCOC(=O)C1=C(COC(=O)c2ccc(C)s2)NC(=O)NC1C (stereo not drawn)	i	9	-1	-5	-7	-2	-0.6	2	0.4
Cc1cccnc1NC(=O)Nc1cccc(F)c1	i	-2	0	-3	-6	16	-0.4	-6	0.0
CCOc1ccc(CN(C)C(=O)CNC(=O)c2sc3ccccc3c2Cl)cc1	i	6	31	-5	-3	-7	0.2	0	0.0
O=C(c1ccco1)N1CCN(C(=O)c2ccc(-c3ccc([N+](=O)[O-])cc3)o2)CC1	i	3	11	28	-2	14	0.4	0	2.3
COc1ccc(C(=O)NNC(=O)Cc2ccc([N+](=O)[O-])cc2)cc1	i	3	7	-10	-5	-1	-0.5	-1	-0.3
Cc1[nH]c(=O)c(C#N)c(C)c1Cc1ccc(Cl)cc1Cl	i	-6	-1	1	-2	8	-0.2	-3	0.1
O=C(N/N=C/c1ccncc1)C1C2CCCCCCC21 (stereo not drawn)	i	0	-7	-8	-1	-3	0.3	2	0.1
C=C(C)CC1Nc2ccccc2NC1CC(=C)C (stereo not drawn)	i	0	-14	-4	-6	-2	-1.6	-2	0.3
Cc1ccc(C2=C/C(=C/c3cccs3)C(=O)O2)cc1	i	3	-1	49*	-9	10	-0.3	3	1.4
COCC(=O)Nc1ccc([N+](=O)[O-])cc1C	i	-6	-11	-15	-5	0	0.1	-5	-1.3
Cc1ccc(S(=O)(=O)N2CCN(C(C)CC(=O)O)CC2)cc1 (stereo not drawn)	i	3	-4	2	-2	7	0.1	1	-1.4
CCN(CC)S(=O)(=O)c1cccc(NC(=O)COC(=O)CCC(=O)c2ccc(F)cc2)c1	i	2	12	-12	-4	5	-0.7	-3	-1.4
CCNC(=O)CN(C1CCCCC1)S(=O)(=O)c1ccc(F)cc1	i	0	-2	4	0	-14	-0.1	-1	-0.5
CC(C)Cc1cc(CN2CCCC(CO)(Cc3cccc(Cl)c3)C2)[nH]n1 (stereo not drawn)	i	6	5	5	0	9	-0.8	0	0.9
CN(C)S(=O)(=O)c1ccc(C(=O)Nc2nnc(SCc3cccc(F)c3)s2)cc1	/	4	-10	-3	-7	2	-0.8	-1	1.3
O=C(Nc1nncs1)c1cc(S(=O)(=O)N2CCCCC2)ccc1Cl	i	-3	-3	8	-3	-6	-0.3	2	0.6
CCCc1nc(N2CCN(S(=O)(=O)c3ccc(Cl)cc3)CC2)c2c(C)c(C)sc2n1	i	-9	29	0	-2	-3	-0.1	1	-1.5
COc1ccc(-c2ccc(CCC(=O)O)n2CC(C)C)cc1	/	-18	-7	6	-5	-9	-0.8	-4	-0.9
COc1ccc(S(=O)(=O)N2CCOCC2)cc1Br	i	-4	-5	0	-4	4	-0.5	0	1.5
O=C1N[C@H](Cc2ccccc2)CO1	i	16	-6	1	-2	2	0.0	-2	0.5
COCCNC(=O)c1ccccc1NC(=O)CCSc1ccccc1	i	-5	-4	-1	-8	2	-1.2	-2	-0.1
O=C(NC(=S)Nc1cccc(Cl)c1N1CCCC1)c1ccc(-c2cccc([N+](=O)[O-])c2)o1	i	-1	-5	2	-6	11	-0.7	-1	0.4
COc1cccc(N2CCN(c3ccc4nnc(CCC(=O)N5CCC(C)CC5)n4n3)CC2)c1	i	1	-2	-7	-1	-7	0.4	-3	1.8
CC(=O)Nc1cc(-c2ccccc2N(C)C)cn2c(-c3ccc(F)c(Cl)c3)cnc12	i	8	16	-19	0	48*	-0.1	3	0.8
C=CCNc1nc(-c2cccc(OC)c2O)nc2ccccc12	i	4	2	5	-14	12	-0.9	-1	1.8
Next section:
SMILES	Neddyl block	eLon inh	FAS TE block	CSN inh	MsrA act	PABP1 MLLE inh	Tb MetRS inh	Rin1-Abl PPI inh	MsrA inh
O=C(CN1C(=O)CSc2ccccc21)NC1CCCC1	i	-6	-8	-4	-2	-9	0.4	-1	-0.7
O=C(CCS(=O)(=O)Cc1ccccc1)N1CCN(c2ccc([N+](=O)[O-])cc2)CC1	i	0	7	-4	-5	0	-0.3	-4	1.0
COc1ccc(-n2c(SCC(=O)Nc3ccc(C(=O)O)cc3)nnc2-c2cccs2)cc1	i	1	-9	1	-4	-90	-0.5	0	2.2
COc1ccc(C(C)(C)NC(=O)C2CCC(=O)N(C3CCCC3)C2)cc1OC (stereo not drawn)	i	5	-7	-1	-1	-4	-0.1	1	-0.7
S=c1[nH]nc(C2CCCCC2)n1/N=C/c1ccncc1	i	2	-9	0	-1	-74	-0.2	-4	-1.0
